Screening data as filed in PubChem.
Tau fil binding: qHTS Assay for Tau Filament Binding | AID 596, 2007 | recombinant tau filaments, thioflavin S fluorescence, 15 h; filaments grown with octadecylsulfate alongside compound | 71,000 compounds, 2% hits | Microtubule-associated protein tau (Homo sapiens), P10636 | Potency, µM (titrated, usually from 57.1 µM), for inactives: at the top dose activity change, negative = inhibition;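 also: potency is read from the fitted curve at half-maximal effect; % is scaled to controls: 0 for no effect and ±100 for the full control effect; actives lower thioflavin S fluorescence by blocking filaments or displacing dye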
Target sequence (P10636 whole entry, looked up): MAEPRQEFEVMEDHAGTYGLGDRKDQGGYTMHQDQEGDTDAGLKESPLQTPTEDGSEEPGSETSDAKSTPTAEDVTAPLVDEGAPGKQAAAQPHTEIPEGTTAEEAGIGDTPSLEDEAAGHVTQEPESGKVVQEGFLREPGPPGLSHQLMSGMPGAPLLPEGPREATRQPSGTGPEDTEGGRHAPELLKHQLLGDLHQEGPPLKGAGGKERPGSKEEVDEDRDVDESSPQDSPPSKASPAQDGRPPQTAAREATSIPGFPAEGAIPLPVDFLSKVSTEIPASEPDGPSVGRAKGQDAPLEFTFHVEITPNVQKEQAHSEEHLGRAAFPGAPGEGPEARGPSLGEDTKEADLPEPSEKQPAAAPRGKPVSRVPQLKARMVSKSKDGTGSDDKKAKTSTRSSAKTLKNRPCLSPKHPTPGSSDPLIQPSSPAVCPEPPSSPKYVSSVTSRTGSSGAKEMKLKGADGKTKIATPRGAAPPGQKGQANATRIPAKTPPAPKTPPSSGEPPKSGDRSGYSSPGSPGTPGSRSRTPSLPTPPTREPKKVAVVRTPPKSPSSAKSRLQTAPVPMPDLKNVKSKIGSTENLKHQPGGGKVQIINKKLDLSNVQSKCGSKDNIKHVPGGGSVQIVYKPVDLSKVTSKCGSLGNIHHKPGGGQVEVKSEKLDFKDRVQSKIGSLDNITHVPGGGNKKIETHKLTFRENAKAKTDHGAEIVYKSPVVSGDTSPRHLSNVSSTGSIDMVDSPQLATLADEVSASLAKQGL
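Quantitative HTS: thioflavine S signal from ODS-induced tau filaments, excited at 450 nm, emission 510 nm. Conditions: 1 uM tau, 30 uM ODS, 15 h at 37 C, pH 7.4.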
ERK AVP inh: qHTS Assay for Inhibitors of the ERK Signaling Pathway using a Homogeneous Screening Assay | HEK293-V1b, vasopressin-stimulated pERK AlphaScreen | Potency, µM (top dose mostly 57.5 µM), inactives show at the highest dose activity, negative = inhibition, most hits filed as inhibitors | 72,000 compounds, 0.99% hits | AID 995, 2007; also: potency is read from the fitted curve at half-maximal effect; % is scaled to controls: 0 for no effect and ±100 for the full control effect; nearly all actives have a fitted effect of over 55% in size
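Overnight-seeded V1b-HEK293 cells in 1% FBS got compound, then vasopressin (25 nM final, 5 min, 37C), then lysis buffer. AlphaScreen detection of phospho-ERK; activity normalized to basal and full-stimulation controls.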
Casp7 inh: qHTS Assay for Allosteric/Competitive Inhibitors of Caspase-7; P55210; recombinant caspase-7, Ac-DEVD-AFC fluorescence rate; Potency, µM (titrated, usually from 57.5 µM), inactives show at the top dose activity change, negative = inhibition, usual class: inhibitors; 75,000 compounds, 0.02% hits; active = well fitted inhibition curve with a large enough effect in the main read-out, with a control signal flat, not every such curve was filed as active; inconclusive = small, poorly fitted or top-dose-only effect, or a change in a side signal; also: potency is read from the fitted curve at half-maximal effect; % of control where 0% means no effect
Target sequence (P55210 24-198 limits assumed): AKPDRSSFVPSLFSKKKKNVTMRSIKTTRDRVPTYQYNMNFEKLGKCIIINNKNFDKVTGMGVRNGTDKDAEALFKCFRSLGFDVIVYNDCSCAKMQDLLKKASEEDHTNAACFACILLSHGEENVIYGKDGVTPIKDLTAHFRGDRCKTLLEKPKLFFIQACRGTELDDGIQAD
Target sequence (P55210 207-303 limits assumed): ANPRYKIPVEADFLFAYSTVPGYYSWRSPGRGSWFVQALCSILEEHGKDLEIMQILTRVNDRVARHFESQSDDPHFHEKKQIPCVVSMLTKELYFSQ
BRCT PPI red: qHTS Assay for Inhibitors of BRCT-Phosphoprotein Interaction (Red Fluorophore); Breast cancer type 1 susceptibility protein (Homo sapiens), P38398; BRCT-phosphopeptide binding, red fluorescence polarization; Potency, µM (titrated, usually from 76.9 µM), without a hit: top-dose activity change, negative = inhibition, actives largely listed as inhibitors; 75,000 compounds, 0.03% hits; AID 892, 2007; also: % is scaled to controls: 0 for no effect and ±100 for the full control effect
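Fluorescence polarization: 100 nM His-tagged BRCA1 BRCT with 100 nM TAMRA-labelled phospho-BACH1 decapeptide, phosphate buffer pH 7.3 with 150 mM NaCl, DTT, 0.01% Tween 20; 12 min RT. Binding inhibition seen as FP decrease.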
HEK293 cAMP cs: qHTS Assay for Agonists of the Thyroid Stimulating Hormone Receptor: Activators of Intracellular cAMP Concentrations in Parental HEK 293; 73,000 compounds, 2.5% hits; parental HEK293 CNG cAMP sensor, membrane potential fluorescence; AID 938, 2007; Potency, µM (top dose mostly 57.1 µM), inactives show top-dose activation, usual class: activators; also: potency is read from the fitted curve at half-maximal effect; % of control where 0% means no effect; nearly all actives have a fitted effect of over 55% in size
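Parental HEK 293 cells stably expressing a cAMP-gated CNG channel were loaded with membrane potential dye containing 100 uM RO 20-1724 for 60 min. Compound added for 30 min; depolarization read as fluorescence intensity at 590 nm.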
CRE Fsk mod: Cell signaling CRE-BLA (Fsk stim); CHO CRE-bla reporter (cAMP response element driving beta-lactamase), forskolin EC10, beta-lactamase ratio; Potency, µM (doses to about 38.2 µM), without a hit: at the top dose activity change, negative = inhibition, hits mostly activators; 71,000 compounds, 2.5% hits; AID 662, 2007; active = well fitted activation curve with a large enough effect in the signal ratio, with a control signal flat, not every such curve was filed as active; inconclusive = small, poorly fitted or top-dose-only effect, or effect the other way, or a change in a side signal; the % refers to the signal ratio; also: potency is read from the fitted curve at half-maximal effect; % of control where 0% means no effect
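CRE-bla CHO cells stimulated with EC10 NKH 477 (water-soluble forskolin) and compound titrations, 3 h at 37C; beta-lactamase read with CCF4 after 2 h at room temperature. Activity from 460/530 nm emission ratio, AC50 values for positive or negative modulation.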
Casp1 inh: qHTS Assay for Allosteric/Competitive Inhibitors of Caspase-1. P29466. Caspase-1 enzyme, Ac-WEHD-AFC fluorogenic rate. Potency, µM (series often up to 57.5 µM), without a hit: at the top dose activity change, negative = inhibition, hits mostly inhibitors. 75,000 compounds, 0.03% hits. AID 900, 2007;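 also: potency is read from the fitted curve at half-maximal effect; plate controls were vehicle for no effect and no substrate for full effect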
USP2a inhib: qHTS Assay for Inhibitors of Ubiquitin-specific Protease USP2a. 60,000 compounds, 0.1% hits. Ubiquitin carboxyl-terminal hydrolase 2 (Homo sapiens), O75604. USP2a enzymatic assay, qHTS inhibition. AID 927, 2007. Potency, µM (highest dose often 38.3 µM), without a hit: at the highest dose activity change, negative = inhibition, actives largely listed as inhibitors;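 also: potency is read from the fitted curve at half-maximal effect; nearly all actives have a fitted effect of over 60% in size; plate controls were DMSO for no effect and NEM full inhibition control for full effect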
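Inhibition is measured in a cell-free coupled assay with 20 nM USP2 core, 20 nM Ub-PLA2 and 20 uM NBD C6-HPC, 2.5 h incubation. Activity normalized to NEM control.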
BRCT inh green: qHTS Assay for Inhibitors of BRCT-Phosphoprotein Interaction (Green Fluorophore). AID 875, 2007. Potency, µM (top dose mostly 76.9 µM), without a hit: at the highest dose activity change, negative = inhibition, actives largely listed as inhibitors. BRCA1 BRCT-phosphopeptide binding, green fluorescence polarization. 75,000 compounds, 0.05% hits. Breast cancer type 1 susceptibility protein (Homo sapiens), P38398;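 also: potency is read from the fitted curve at half-maximal effect; plate controls were peptide without protein for full effect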
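Fluorescence polarization: His-tagged BRCT (~35 kDa BRCA1 C-terminus, 250 nM) bound to 100 nM fluorescein-labeled phosphorylated 10-aa BACH1 peptide, pH 7.3 phosphate buffer with DTT and Tween 20. Compounds incubated 12 min at room temperature; inhibition read as lowered polarization.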
A350 fluor: qHTS Assay for Spectroscopic Profiling in A350 Spectral Region; Compound autofluorescence, 340/450 nm, Alexa 350 dye-equivalents; active compounds read high; max dye-equivalent concentration, M; 59,000 compounds, 11% hits; in the data active = max dye-equivalent concentration above about 10 nM; inconclusive = mostly about 1.1 nM to 9.6 nM
Luciferase inh: qHTS Assay for Inhibitors of Firefly Luciferase. AID 411, 2009. Luciferin 4-monooxygenase (Photinus pyralis), P08659. Potency, µM (titrated, usually from 57.1 µM), inactives show at the top dose activity change, negative = inhibition, hits mostly inhibitors. purified firefly luciferase, luminescence, 8 min. 72,000 compounds, 2.2% hits; also: potency is read from the fitted curve at half-maximal effect; % is scaled to controls: 0 for no effect and ±100 for the full control effect; nearly all actives have a fitted effect of over 40% in size
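Substrate buffer containing 10 uM ATP (pH 7.2 imidazole, Mg2+, KCl, detergent, BSA) is dispensed, compound pinned in, then luciferase/luciferin detector mix added. After 8 min at ambient temperature, light output is measured.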
Numbers without * were called inactive; i = inactive; ? = inconclusive; · = no result given; & = joins results of further samples; [ ] = remark or other dose. Unless noted, calls follow the shape of the dose curve; as a rule, active = well fitted curve in the direction sought with a large enough effect; inconclusive = small, poorly fitted or top-dose-only effect, or another doubt; inactive = no such curve, though single readings can be large; an effect the other way counts as inactive or inconclusive.

Results follow in this order: Tau fil binding | ERK AVP inh | Casp7 inh | BRCT PPI red | HEK293 cAMP cs | CRE Fsk mod | Casp1 inh | USP2a inhib | BRCT inh green | A350 fluor | Luciferase inh
> O=C(CN1C(=O)c2ccccc2C1=O)N1CCOCC1
  0.6% | -6.3% | 0.3% | -1.8% | 4.7% | -6.2% | -1.3% | -4.8% | -3.3% | i | 2.3%
> CC(N)=NCCC[C@H](N)C(=O)O
  ? | 0.2%&23.7% | -0.2%&-0.4% | -0.5%&-1.5% | 3.1%&-4.9% | -1.9%&-3.1% | 1.1%&-0.2% | -1.4% | -3.0%&-1.7% | i | -0.9%&3.2%
> O=C(Nc1ccc2c(c1)OCO2)C1CCCN1C(=O)OCc1ccccc1 (stereo unspecified)
  3.0%[11.4 µM] | -15.8% | 0.6% | -0.4% | ? | ? | -1.4% | -0.6%[7.66 µM] | -1.7% | · | -9.4%
> O=C(NCc1ccco1)C1CCN(S(=O)(=O)c2cccc3cccnc23)CC1
  -11.1% | -11.5% | -2.1% | -0.5% | 0.2% | -1.5% | -1.9% | · | 0.4% | · | 1.6%
> CCCn1c(=S)[nH]c2cc(C(=O)N3CCCC(C(=O)OCC)C3)ccc2c1=O (stereo unspecified)
  -9.0% | -10.4% | -8.1% | -1.1% | ? | ? | -0.5% | 14.5% | 0.0% | 6.09e-08M* | 3.7%
> COc1cccc(-c2nnn(CC(=O)Nc3ccc(C)cc3C)n2)c1OC
  -7.5% | -0.7% | 1.2% | 0.0% | -14.3% | 3.9% | 2.2% | 101.7%[activator] | -1.3% | i | 1.4%
> O=C(NC1CCN(C(=O)NCc2ccccc2)CC1)c1ccco1
  3.0% | -3.6% | 1.2% | -0.6% | 11.1% | -3.5% | 1.7% | 5.8% | -1.2% | i | 2.4%
> Cc1ccc2nc(C3CCN(C(=O)c4ccco4)CC3)[nH]c2c1
  -12.6% | 3.1% | -0.4% | 0.7% | 7.4% | 8.7% | -2.0% | 2.2% | -1.6% | i | 0.6%
> CC(=O)Nn1cc2c(c1-c1ccccc1)c(=O)n(C)c(=O)n2C
  -6.2% | 12.6% | 0.0% | 0.1% | 1.5% | 0.5% | -2.1% | -3.1% | -0.4% | · | 1.2%
> Cc1nn(Cc2ccc(Cl)c(Cl)c2)c(C)c1NC(=O)c1cc(-c2ccc3c(c2)OCO3)on1
  i | -19.9% | -3.5% | 0.0% | 8.0% | 10µM* | -3.8% | 2.6% | 1.2% | ? | -0.3%
> Cc1cccc(N2CCN(Cc3c(C)n(C)n(-c4ccccc4)c3=O)CC2)c1C
  -6.6%[11.4 µM] | 0.5% | -1.3% | 0.6% | 21.4%[11.4 µM] | ? | -1.5% | 17.9%[7.66 µM] | -0.2% | · | -0.5%
> Clc1ccccc1-c1nnc2sc(-c3ccccn3)nn12
  -10.8% | 1.8% | -1.1% | -1.1% | 9.8% | ? | -1.4% | 3.9% | -1.4% | ? | -1.9%
> COC(=O)NC(c1ccccc1)C(C#N)C(=O)OC (stereo unspecified)
  · | 8.8%[11.5 µM] | 0.3%[11.5 µM] | 0.1%[15.4 µM] | -4.9%[11.4 µM] | · | -1.6%[11.5 µM] | · | -0.8%[15.4 µM] | · | ·
> COc1ccc2[nH]c(=O)c(CN(C(=O)NC3CCCCC3)C3CCCC3)cc2c1
  -6.8% | 3.6% | -1.5% | -0.9% | 5.5% | 10.3% | -0.4% | 28.0% | -1.9% | 2.55e-08M* | 1.8%
> CCN1CCN(c2ccc(NC(=O)c3cccc4ncccc34)cc2)CC1
  -27.6% | 2.0% | 0.3% | -4.7% | -0.3% | -6.2% | 0.0% | 2.7% | 0.1% | i | -1.2%
> Cn1c(NC(=O)C(C)(C)Oc2ccc(Cl)cc2)cc(=O)n(C)c1=O
  3.7% | · | 2.1% | -1.5% | 27.7% | 0.9% | -4.3% | · | -0.1% | · | -0.7%
> CCOC(=O)N1CCN(c2cc(=O)n(Cc3ccc(F)cc3)c(=O)[nH]2)CC1
  9.3% | -0.7% | 0.1% | 0.2% | 3.4% | 20.9% | 0.2% | 5.0% | -0.3% | i | -1.9%
> CCOCC(=O)Nc1nc2ccc(OCC)cc2s1
  8.0% | ? | 0.6% | 0.7% | 8.0% | 2.8% | -0.7% | -1.6% | -1.1% | ? | -29.1%
> NC[C@@H](O)CSCc1ccc(Cl)cc1
  5.4%[11.4 µM] | 8.1%[11.5 µM] | 0.7%[11.5 µM] | 0.3%[15.4 µM] | 0.5%[11.4 µM] | 7.4%[7.6 µM] | -4.1%[11.5 µM] | · | -0.7%[15.4 µM] | i | 1.3%[11.4 µM]
> O=C(CC12CC3CC(CC(C3)C1)C2)N1CCOCC1
  -5.8% | -4.7% | -1.8% | 0.3% | 1.0% | 5.9% | -2.6% | 5.3% | -0.9% | · | -1.2%
> Fc1ccc(OCc2nn3cnnc3s2)cc1
  -6.4% | -25.4% | -1.8% | -0.4% | 9.8% | -10.8% | -0.3% | 3.2% | -1.4% | i | 3.6%
> CCn1c(SCc2nc3ccccc3s2)nc2cc(S(=O)(=O)N3CCOCC3)ccc21
  -22.2% | 8.5% | -1.8% | -0.3% | 25.6% | 6.7% | 0.1% | 43.8%[activator] | 1.0% | i | -10.9%
> O=C(Nc1ccc2oc(-c3cccnc3)nc2c1)c1cccnc1
  11.4% | -10.1% | -0.1% | -0.9% | 14.1% | 7.1% | 0.0% | -9.7% | 1.4% | ? | 6.6%
> O=C(NCc1ccco1)c1ccc(OCC2CCCO2)cc1 (stereo unspecified)
  -0.8% | -2.7% | 0.1% | -0.8% | ? | 0.8% | -3.5% | 6.0% | -0.3% | i | -3.4%
> COc1cc(OC)cc(C(=O)NC2CC3CCC(C2)N3Cc2ccco2)c1 (stereo unspecified)
  0.3% | 5.9% | -1.6% | -2.0% | 0.1% | 0.8% | 1.0% | 28.8% | 1.3% | i | 0.2%
> CCCN(CCC)CCNc1c(N2CCN(C(=O)OCC)CC2)c(=O)c1=O
  -1.0% | 21.2% | 0.5% | -0.9% | -2.7% | -9.6% | 2.9% | -2.6% | -1.6% | i | 0.5%
> COCCCNC(=O)CC(NS(=O)(=O)c1ccc(OC)cc1)c1ccc(OC)cc1 (stereo unspecified)
  -2.2% | -0.4% | -2.8% | -0.7% | 13.2% | 20.9% | -2.3% | 2.7% | -2.2% | i | -0.7%
> CCCCn1nnc(NC(=O)c2ccco2)n1
  -5.3% | -22.2% | 0.0% | 0.0% | ? | -6.3% | 1.2% | 2.9% | -0.5% | i | -7.3%
> CCNc1nc(NCC)nc(OCCOC(=O)c2ccccc2)n1
  -15.9% | ? | 3.1% | -1.8% | 15.0% | ? | -1.4% | · | 3.7% | i | -0.8%
> CCOC(=O)CSc1nc2c(c(=O)[nH]c(=O)n2C)n1C/C=C(/C)Cl
  7.3% | -7.2% | 1.0% | -0.7% | 15.6% | ? | 0.9% | 6.9% | 0.9% | i | 0.5%
> CC(=O)Nc1cnn(Cc2ccc(Br)cc2)c1
  -1.0% | -11.8% | -1.0% | -0.8% | 2.4% | -4.5% | 0.4% | -5.3% | -3.1% | i | -0.4%
> CCOC(=O)N1CCC(N2C(=O)c3ccc(C(=O)NCc4ccco4)cc3C2=O)CC1
  -5.6% | ? | -4.4% | -4.5% | -6.2% | -7.3% | -4.4% | · | -6.2% | · | -2.4%
> COc1ccc(CN2CC(C(=O)NCCCOC(C)C)CC2=O)cc1 (stereo unspecified)
  -0.5% | -5.6% | -0.6% | -1.2% | 9.8% | -6.3% | 0.4% | 4.5% | -4.7% | i | 0.7%
> Cc1csc(SCC(=O)c2cc(C)n(Cc3cccs3)c2C)n1
  17.7% | ? | -5.1% | 1.6% | 15.8µM* | ? | -1.1% | -4.6% | 1.2% | i | 3.98µM*
> O=C(CN(C(=O)Cn1nnc(-c2cccs2)n1)c1ccc2c(c1)OCCO2)NC1CCCCC1
  -7.8% | -14.6% | -2.5% | -0.9% | 12.2% | -5.7% | -2.5% | 229.1%[activator] | -0.3% | i | 0.7%
> CCOc1ccc(-c2nc(-c3ccc(OC)c(OC)c3)no2)cc1OCC
  -5.5% | 8.8% | -1.3% | 0.3% | 13.4% | ? | 1.0% | 1.9% | 0.0% | i | 0.2%
